Assay outcomes deposited in PubChem BioAssay by several laboratories.
Rac1 GTP hydrolysis: MgcRacGAP GTPase-activating activity inhibitors, confirmation, biochemical, ADP Hunter fluorescence; MgcRacGAP-stimulated Rac1 GTP hydrolysis, ADP Hunter fluorescence; higher % means a stronger effect; GST-tagged Rac1 F28L mutant substrate; one-dose inhibition, % at 30 µM; IC50 in µM for titrated hits; 0.6% of 340,000 active; AID 624330;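 active = first-screen hits whose inhibition reached a set limit at any dose in the follow-up dose series; inconclusive = inhibition above the set first-screen limit but never retested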;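 also: fluorescence reports GDP produced by GAP-driven GTP hydrolysis; strong numbers were not always called active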
NS5 inhibitors: flavivirus cap methylation enzyme inhibition – biochemical, confirmation dose response, primary screen (AID 588689); Dengue-2 NS5 methyltransferase capping enzyme assay, biochemical; higher % means a stronger effect; inhibition, % at 25 µM; hits with a dose series show IC50 in µM; 0.3% of 340,000 active; in the data active = a potency from the dose series; inconclusive = inhibition above about 29% without an active follow-up result
RSV antiviral HEp-2: inhibition of RSV-induced cytopathic effect – HEp-2 cells, primary 10 µM value included (AID 2391). CPE inhibition, % at 10 µM, or IC50 in µM where a hit was titrated. HEp-2 cells, RSV-induced CPE inhibition; higher % means a stronger effect. 0.13% of 310,000 active; in the data active = a potency from the dose series; inconclusive = CPE inhibition mostly from about 23% at the one dose, without a potency; inactive = the rest, 99 in 100 with CPE inhibition below about 21%; also: strong numbers were not always called active
NTR1 agonist: NTR1-driven beta-arrestin-GFP spot formation – imaging, U2OS cells, high content, primary screen (AID 493036). agonist mode. 0.17% of 330,000 active. activation, % at 20 µM. P30989;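 active = activation at or above 40% of the spot to cytoplasm intensity ratio, with at least 20 cells analyzed; inconclusive = wells under 20 cells, flagged as cytotoxic or low count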;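 also: 0% = DMSO without peptide and 100% = 100 nM NTR1 peptide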
Target sequence (P30989 whole entry, looked up): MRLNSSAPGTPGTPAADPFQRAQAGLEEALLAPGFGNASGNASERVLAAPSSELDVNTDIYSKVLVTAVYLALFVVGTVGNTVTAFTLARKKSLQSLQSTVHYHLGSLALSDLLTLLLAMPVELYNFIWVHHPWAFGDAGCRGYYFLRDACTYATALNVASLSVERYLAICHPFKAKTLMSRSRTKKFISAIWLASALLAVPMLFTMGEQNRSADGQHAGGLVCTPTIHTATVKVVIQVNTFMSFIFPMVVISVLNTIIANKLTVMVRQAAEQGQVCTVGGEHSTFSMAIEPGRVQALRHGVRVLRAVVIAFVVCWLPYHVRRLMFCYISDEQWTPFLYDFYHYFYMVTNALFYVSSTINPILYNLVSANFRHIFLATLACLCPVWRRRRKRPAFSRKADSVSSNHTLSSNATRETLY
UTI89 phage lysis: protection from phage-mediated lysis, alamar blue read-out – E. coli UTI89, K1F phage, bacterial capsule biogenesis inhibitors (AID 488966); one-dose inhibition, % at 100 µM; IC50 in µM for titrated hits; E. coli UTI89 K1F phage lysis, alamar blue, 2 h; higher % means a stronger effect; 0.02% of 340,000 active;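 active = phage lysis inhibition, versus mean bacterial control, above a set limit; inconclusive = no clear call, values can overlap the other calls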;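 also: capsule biogenesis inhibitors block K1F phage lysis so surviving cells raise fluorescence; higher fluorescence means more inhibition of phage lysis; actives were called in the ten point dose series up to 300 µM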
T cell modulator: T cell immune modulators affecting CD8 T cell-vesicle binding; 2C CD8+ T cell-vesicle binding, flow cytometry; hits give low values; calls only at 7 µM; 0.068% of 330,000 active; AID 2052;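 active = response, share of CD8 T cells binding vesicles, and their 90th percentile fluorescence all below set limits, cut at about 80% in these data, passing the limit was not always enough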
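Read-out – percent CD8+ FL2 mean versus row control · System – murine 2C transgenic CD8+ T lymphocytes · Times – 1.5 h cell–vesicle binding at 37 °C, then 20 min icy labelling · Control set – naked vesicles low, QL9 vesicles with vehicle high · Detection – cytometric PE anti-B7-1 and Alexa647 anti-CD8 signals after 1% paraformaldehyde fixation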
Salmonella PhoP GFP: PhoP-dependent GFP reporter repression – Salmonella Typhimurium, primary screen (AID 1863); S. Typhimurium PhoP-regulated promoter GFP reporter, 4 h; higher % means a stronger effect; inhibition, % at 50 µM, or IC50 in µM where a hit was titrated; 0.16% of 300,000 active;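 active = inhibition over 29.93%, a cutoff 3 SD above the screen mean, later confirmed by dose response; inconclusive = inhibition over 29.93% but no dose response follow-up; inactive = inhibition at most 29.93% or unconfirmed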;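 also: 0% = low Mg2+ inducing control and 100% = high Mg2+ repressing control; strong numbers were not always called active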
West Nile virus CPE: inhibition of WNV-induced cytopathic effect – cell-based, CPE readout (AID 1621). West Nile virus-infected cells, CPE inhibition; higher % means a stronger effect. CPE inhibition, % at 10 µM, or IC50 in µM where a hit was titrated. 0.02% of 290,000 active; in the data active = a potency from the dose series; inconclusive = CPE inhibition mostly from about 3.7% at the one dose, without a potency; inactive = the rest, 99 in 100 with CPE inhibition below about 2.2%; also: strong numbers were not always called active
SV40 large T antigen: TAg ATPase/helicase activity blockers – biochemical (AID 1903); SV40 large T antigen ATPase/helicase inhibition assay; higher % means a stronger effect; inhibition, % at 20 µM; hits with a dose series show IC50 in µM; 0.39% of 310,000 active; in the data active = a potency from the dose series; inconclusive = inhibition mostly from about 32% at the one dose, without a potency; inactive = the rest, 99 in 100 with inhibition below about 32%; also: strong numbers were not always called active
T cell modulator vesicle-bound %: recorded beside T cell modulator, whose call it bears; double positive events, %; measured here: CD8+ vesicle-bound cell fraction;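 binding gate set so that unloaded-vesicle control wells show 10% double positive cells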
NTR1 agonist cell count 20 µM: second read-out of NTR1 agonist, no call of its own (marks repeat the call); cell count; measured here: cell count, cytotoxicity flag
NS5 inhibitors pilot replicate: also measured in NS5 inhibitors; calls as there; inhibition, %; measured here: pilot screen replicate inhibition
* = called active by the depositor; i = inactive; u = inconclusive; x = not tested or not shown; [ ] = remark or other dose.

Start of the data: the first 3 compounds (preview)
SMILES	Rac1 GTP hydrolysis	NS5 inhibitors	RSV antiviral HEp-2	NTR1 agonist	NTR1 agonist cell count 20 µM	UTI89 phage lysis	T cell modulator	T cell modulator vesicle-bound %	Salmonella PhoP GFP	West Nile virus CPE	SV40 large T antigen	others
COP(=O)(OC)C(Nc1ccc(C)cc1)c1ccc([N+](=O)[O-])cc1 (centres undefined)	9%	-7%	2.1%	0.7	60	-0.1%[50 µM]	i	47	5%	-0.1%	6%
CCN(CC)CCNCc1ccc(OCc2ccc(Cl)nc2)c(OC)c1	13%	-4%	-0.2%	1.2	57	6.9%	i	32	5%	-0.3%	8%
CC(C)(C)c1ccc(O)c(N)c1	x	x	4.1%	1.4	62	x	i	43	-1%	0.3%	16%

The listing, previewed entries included:
SMILES	Rac1 GTP hydrolysis	NS5 inhibitors	RSV antiviral HEp-2	NTR1 agonist	NTR1 agonist cell count 20 µM	UTI89 phage lysis	T cell modulator	T cell modulator vesicle-bound %	Salmonella PhoP GFP	West Nile virus CPE	SV40 large T antigen	others
COP(=O)(OC)C(Nc1ccc(C)cc1)c1ccc([N+](=O)[O-])cc1 (centres undefined)	9%	-7%	2.1%	0.7	60	-0.1%[50 µM]	i	47	5%	-0.1%	6%
CCN(CC)CCNCc1ccc(OCc2ccc(Cl)nc2)c(OC)c1	13%	-4%	-0.2%	1.2	57	6.9%	i	32	5%	-0.3%	8%
CC(C)(C)c1ccc(O)c(N)c1	x	x	4.1%	1.4	62	x	i	43	-1%	0.3%	16%
CN1CCN(NC(=O)C2CC2)CC1	-1%	-3%	1.3%	3.8	51	-0.2%	i	43	10%	0.4%	-14%
O=C1CCCN1CCC1CCN(C2CC(=O)N(c3ccc(Cl)cc3)C2=O)CC1 (centres undefined)	5%	-2%	-0.4%	-0.1	60	-2.7%	i	17	-2%	-0.3%	12%
O=C(c1ccc(Cl)c(S(=O)(=O)N2CCCC2)c1)N1CCCC(C(F)(F)F)C1 (centres undefined)	1%	6%	0.3%	0.3	47	1.4%[50 µM]	i	29	-7%	x	11%
CC(C)(C)C(=O)N1CCC(O)(CS(=O)(=O)Cc2ccccc2Cl)CC1	8%	-1%	-0.5%	-1.3	65	0.7%	i	34	13%	-1.0%	6%	NS5 inhibitors pilot replicate=-1.4
Cc1c(C=O)c(Cl)n(C)c(=O)c1C#N	6%	-4%	-0.2%	0.3	72	-0.1%	i	9	-13%	0.5%	3%
CCOC(=O)c1c(C)[nH]c(C)c1C(=O)CSc1nnc(-c2cc(OC)c(OC)c(OC)c2)o1	2%	-5%	2.8%	1.5	71	0.0%	i	38	0%	1.2%	-4%
CN(c1ccccc1)c1nc(N)c([N+](=O)[O-])c(N2CCCC2)n1	6%	3%	10%	-0.7	88	-0.5%[50 µM]	i	25	-1%	-0.8%	4%
COc1ccc(Nc2ncnc3sc(-c4ccccc4)cc23)cc1	8%	-5%	5.5%	3.4	85	1.1%	i	32	-4%	-0.1%	6%
CC(=O)c1cccc(NC(=O)CCNC(=O)c2cccc(C)c2)c1	4%	1%	0.2%	-0.8	50	0.3%	i	33	0%	-0.2%	8%
Cc1cc(C)n(C(=O)Cn2nc([N+](=O)[O-])c(Br)c2C)n1	7%	3%	1.7%	-1.4	61	0.2%	i	41	3%	0.4%	3%
CC1CC(C)CN(C(=O)CCNC(=O)Cn2ccc3ccccc3c2=O)C1 (centres undefined)	3%	-12%	0.2%	0.7	48	0.8%	i	18	-1%	-0.6%	-1%
CN(C)/C=N/c1sc2c(c1C#N)CC(C)(C)NC2(C)C	2%	-4%	-0.2%	0.8	54	2.0%	i	38	3%	-0.6%	9%
COc1ccc(/C=C/C(=O)c2ccc(NS(=O)(=O)c3ccc(C)cc3)cc2)cc1O	9%	0%	-1.9%	17	77	-2.5%[50 µM]	i	9	5%	0.3%	21%
O=C(COC(=O)C1CCCC1)Nc1ncc(Cl)cc1Cl	10%	4%	1.7%	-1.5	73	1.0%[50 µM]	i	56	3%	x	4%
Cc1cc(C)nc(SCc2cc(=O)c(OC(=O)c3cc([N+](=O)[O-])ccc3Cl)co2)n1	7%	-6%	1.1%	-0.5	76	1.6%[50 µM]	i	54	1%	0.2%	18%
Cc1ccccc1CC(=O)Nc1ccc(S(=O)(=O)N2CCOCC2)cc1	10%	-3%	1.5%	-1.0	50	0.1%	i	9	-4%	0.2%	4%
CC(CNC(=O)CN1C(=O)C(=O)N(C2CCCC2)C1=O)c1ccccc1 (centres undefined)	6%	4%	2.9%	3.1	34	0.5%[50 µM]	i	37	x	x	x
COc1cc2c(cc1OC)CN(C(=O)CN1C(=O)NC3(CCC(C)CC3)C1=O)CC2 (centres undefined)	3%	2%	2.0%	-2.1	56	0.5%[50 µM]	i	34	x	x	x
COc1cc(OC)cc(C(=O)NCC(=O)OCC(=O)Nc2cc(S(C)(=O)=O)ccc2Cl)c1	11%	-3%	1.0%	0.7	51	0.2%	i	9	-10%	0.3%	8%
CC(C)(C)OC(=O)C[C@@H]1C/C=C\C[C@@H](CC(=O)N[C@H](CO)Cc2ccccc2)C(=O)NC[C@H](c2ccccc2)OC1=O	3%	-1%	x	5.4	58	0.8%	i	16	x	x	x
CCCCCCCCCC(=O)N1CCN(c2cc3c(cc2F)c(=O)c(C(=O)O)cn3CC)CC1	3%	-8%	0.5%	12	91	0.3%	i	18	6%	-1.1%	9%
COc1cccc(NC(=O)c2ccc(C(=O)c3ccccc3)o2)c1	-5%	-2%	3.8%	0.7	57	0.3%	i	26	-7%	0.2%	2%
CC(C)C(C(=O)Nc1ccc(N2CCOCC2)cc1)N1C(=O)c2ccccc2C1=O (centres undefined)	9%	-2%	0.2%	0.2	66	0.2%	i	65	-4%	-0.1%	8%
CN(CCC1CCOCC1)Cc1nc(Cc2ccccc2F)no1	12%	2%	0.7%	-0.3	59	0.9%	i	32	9%	-1.1%	7%
Cc1ccc(S(=O)(=O)Nc2ccc(O)c3ccccc23)c(C)c1	-20%	76%	-1.4%	x	x	-2.4%[50 µM]	i	28	-4%	u	17%
CC(C)(C)n1nnnc1C(c1ccncc1)N1CCN(c2ccc(O)cc2)CC1 (centres undefined)	u	6%	-1.6%	2.1	45	3.9%	i	29	3%	0.5%	14µM*
CC(=O)c1cc(F)ccc1OCC(=O)Nc1ccc2c(c1)OCO2	3%	-3%	x	0.5	66	1.4%[50 µM]	i	54	x	x	x
Cc1ccccc1OCC(=O)Nc1ccccc1N1CCOCC1	14%	-4%	1.2%	0.5	41	0.0%	i	25	-7%	-0.2%	18%
Cn1ccc(O)c(C#N)c1=O	3%	1%	1.1%	-3.2	99	5.4%	i	23	9%	-0.6%	1%
CNC[C@H](CC1CCCCC1)NC[C@H](CO)NCCc1cccc(C(F)(F)F)c1	7%	-6%	41%	17	54	5.6%	i	17	13%	-2.3%	25%
Cc1ccc2cc(C(c3nnnn3CC3CCCO3)N3CCc4ccccc4C3)c(=O)[nH]c2c1 (centres undefined)	5%	7%	1.5%	-1.4	71	-0.3%	i	22	-22%	0.3%	15%	NS5 inhibitors pilot replicate=7.9
CN(C)c1nc2c(c(=O)[nH]c(=O)n2C)n1Cc1ccc(F)cc1	9%	-3%	2.5%	1.7	54	-0.6%	i	32	-1%	0.2%	16%
COc1ccc(-c2noc(C3CCCN(C(=O)c4ccccc4OC)C3)n2)cc1OC (centres undefined)	7%	-9%	1.7%	-0.9	53	10%	i	40	-5%	-0.9%	9%
O=C(NCc1ccc2c(c1)OCO2)c1cccc(N2CCCC2=O)c1	-1%	4%	1.6%	2.8	85	1.2%	i	48	1%	-0.2%	-8%

No new results follow: 2 of the compounds above.
SMILES	Rac1 GTP hydrolysis	NS5 inhibitors	RSV antiviral HEp-2	NTR1 agonist	NTR1 agonist cell count 20 µM	UTI89 phage lysis	T cell modulator	T cell modulator vesicle-bound %	Salmonella PhoP GFP	West Nile virus CPE	SV40 large T antigen	others
COc1cccc(NC(=O)c2ccc(C(=O)c3ccccc3)o2)c1	-5%	-2%	3.8%	0.7	57	0.3%	i	26	-7%	0.2%	2%
CC(C)C(C(=O)Nc1ccc(N2CCOCC2)cc1)N1C(=O)c2ccccc2C1=O (centres undefined)	9%	-2%	0.2%	0.2	66	0.2%	i	65	-4%	-0.1%	8%

Outcome played no part in choosing rows, and some 1.5% of all compounds hit somewhere here.
